MT stabilizer – microtubule stabilizers in HeLa cells; HeLa tubulin immunostaining HCS, 24 h; share of cells brighter than vehicle mean+2SD; % tubulin-high responders, % at 10 µM; hit rate 0.83% among 200,000;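 active = plate Z-score above 3 for both tubulin-high and condensed-nucleus cell shares, with cell loss under 80%, at 10 µM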;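 also: anti alpha tubulin signal scored within the nucleus-defined area of each cell; some results filed as inactive read as strong as hits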
WT yeast gro inh – growth inhibition of WT yeast, mitochondrial fusion screen | mitochondrial fusion phenotypic screen, WT strain | inhibition, % at 10 µM | hit rate 2.1% among 190,000; in the data active = inhibition above about 58%; tested in S. cerevisiae
Ins promoter up – MIN6 insulin promoter up-regulation. MIN6 insulin promoter-GFP reporter, high-content imaging; active compounds read high. z-score at 5 µM. hit rate 0.3% among 190,000. AID 1625;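 active = z-score above 3 at 5 µM with at least 500 cells counted in the well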
T cell modulator – T cell immune modulators affecting CD8 T cell-vesicle binding. 2C CD8+ T cell-vesicle binding, flow cytometry; active compounds read low. calls only at 7 µM. hit rate 0.068% among 330,000. AID 2052;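 active = response, share of CD8 T cells binding vesicles, and their 90th percentile fluorescence all below set limits, cut at about 80% in these data, passing the limit was not always enough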
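Material: murine 2C transgenic CD8+ T lymphocytes / Also added: QL9-peptide-loaded Drosophila micro-vesicles bearing Ld, ICAM-1 and B7-1 / Schedule: binding step 1.5 h, 37 °C, antibody labelling 20 min, ice / Signal: flow cytometry, PE anti-B7-1 (FL2) versus Alexa647 anti-CD8 (FL8), PFA-fixed / Evaluation: percent CD8+ FL2 mean versus row control / Benchmarks: naked versus QL9-loaded vesicles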
Myeloid diff 2 – compounds promoting myeloid differentiation. ER-HoxA9 myeloid progenitors, lysozyme-GFP differentiation, flow cytometry. calls only at 10 µM. hit rate 1% among 360,000. AID 624256;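 active = normalized GFP-positive differentiation at or above the plate's own cutoff, the solvent-only control mean plus 3 SD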;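 also: cells exposed to compound for four days before flow analysis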
West Nile virus CPE – inhibition of WNV-induced cytopathic effect – cell-based, CPE readout (AID 1621). CPE inhibition, % at 10 µM, or IC50 in µM where a hit was titrated. West Nile virus-infected cells, CPE inhibition; higher % means a stronger effect. hit rate 0.02% among 290,000; in the data active = a potency from the dose series; also: strong numbers were not always called active
b-catenin transl – modulators of beta-catenin nuclear translocation; hit rate 0.3% among 190,000; AID 1665; nuclear translocation activity, % at 5 µM; HeLa beta-catenin nuclear translocation, immunofluorescence imaging;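 active = nuclear translocation activity above 50% at 5 µM, with a well cell count of 50 or more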;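 also: per-cell ratio of nuclear to cytoplasmic median beta-catenin stain intensity; plate controls were DMSO negative control for no effect and GSK-3 inhibitor IX positive control for full effect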
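test system = HeLa cells, endogenous beta-catenin | dosing = single 5 µM dose plus 0.02–20 µM confirmation series | times = compound treatment 24 h, 37°C, 5% CO2 | technique = beta-catenin immunofluorescence imaging with DAPI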
Autophagy mod – autophagy modulation, high-content screen | AID 463193 | MEF GFP-LC3 puncta imaging; test concentration mostly 10 µM | calls only at 10 µM (by protocol) | hit rate 0.98% among 190,000;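 active = percentage of spot-positive cells more than 3 SD above its plate mean, without a fluorescence outlier flag or 80% toxicity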;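 also: spot-positive cell cutoff set from DMSO-treated cells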
Lipid droplet – hepatic lipid droplet formation modulation | AML12 mouse hepatocytes, oleate lipid droplets, BODIPY imaging | inhibition, % at 6.5 µM | hit rate 0.4% among 240,000 | AID 1656;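 active = lipid droplet intensity inhibited by at least 50%, with more than 500 cells counted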
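Material – mouse AML12 hepatocyte cell line, fixed after treatment · Compound dosing – one dose, 6.5 µM compound · Times – compound with oleate, overnight · Measured by – Image-based BODIPY and DAPI two-channel analysis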
WT yeast gro inh mutant strain – further read-out of WT yeast gro inh, marked with its call; inhibition, %; mitochondrial fusion phenotypic screen, mutant strain inhibition
Ins promoter up cell count – further read-out of Ins promoter up, marked with its call; cell count; measured here: cytotoxicity, nuclei count;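 total cells summed across four imaged fields per well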
Lipid droplet cells 6.5 µM – further read-out of Lipid droplet, marked with its call; cell count; measured here: cell count, cytotoxicity flag;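 cells counted across two imaged fields per well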
b-catenin transl cell count 5 µM – also measured in b-catenin transl; calls as there; cell count; measured here: cell count, cytotoxicity flag
T cell modulator vesicle-bound % – second read-out of T cell modulator, no call of its own (marks repeat the call); double positive events, %; measured here: CD8+ vesicle-bound cell fraction;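 binding gate set so that unloaded-vesicle control wells show 10% double positive cells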
MT stabilizer Hoechst-high % – recorded beside MT stabilizer, whose call it bears; % Hoechst-high responders; measured here: nuclear condensation Hoechst responders;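 share of cells brighter than vehicle mean plus two SD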
MT stabilizer cytotoxicity % – also measured in MT stabilizer; calls as there; toxicity, %; measured here: cytotoxicity by cell density;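 0% = mean cell density of plate MIN control wells and 100% = no cells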
Autophagy mod cell loss 18 h – further read-out of Autophagy mod, marked with its call; toxicity, %; measured here: cell loss, nuclei count;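 cell loss after 18 h compound exposure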
Myeloid diff 2 GFP+ MAC1+ % – further read-out of Myeloid diff 2, marked with its call; GFP+ MAC1+ double positive, %; measured here: differentiation confirmed by MAC1 staining
Starred values were filed as active, the others as inactive.

How did N#Cc1c(C(F)(F)F)cc(-c2ccco2)nc1SCc1ccccn1 do in these assays?
MT stabilizer: 2.2; WT yeast gro inh: -4.3; Ins promoter up: 1.23; T cell modulator: inactive; Myeloid diff 2: active; West Nile virus CPE: -0.2%; b-catenin transl: 0.2; Autophagy mod: active; Lipid droplet: 0.4; WT yeast gro inh mutant strain: -9.4; Ins promoter up cell count: 1106; Lipid droplet cells 6.5 µM: 799; b-catenin transl cell count 5 µM: 1196; T cell modulator vesicle-bound %: 26.8; MT stabilizer Hoechst-high %: 1.0; MT stabilizer cytotoxicity %: 3.9; Autophagy mod cell loss 18 h: -3.7*; Myeloid diff 2 GFP+ MAC1+ %: 4.0*

What do the screens show for `O=C(CSc1ccc2ccccc2c1)Nc1nc2ccccc2[nH]1`?
MT stabilizer: 4.0; WT yeast gro inh: -4.5; Ins promoter up: -0.12; T cell modulator: inactive; Myeloid diff 2: inactive; West Nile virus CPE: -1.0%; b-catenin transl: -3.2; Autophagy mod: inactive; Lipid droplet: 10.9; WT yeast gro inh mutant strain: 1.7; Ins promoter up cell count: 1168; Lipid droplet cells 6.5 µM: 673; b-catenin transl cell count 5 µM: 516; T cell modulator vesicle-bound %: 43.1; MT stabilizer Hoechst-high %: 3.4; MT stabilizer cytotoxicity %: 0.6; Autophagy mod cell loss 18 h: -7.1; Myeloid diff 2 GFP+ MAC1+ %: 0.9

How did Cc1ccccc1S(=O)(=O)c1cc2ccccc2nc1N do in these assays?
MT stabilizer: 3.1; WT yeast gro inh: -24.6; Ins promoter up: 0.22; T cell modulator: inactive; Myeloid diff 2: inactive; West Nile virus CPE: -0.6%; b-catenin transl: -5.8; Autophagy mod: inactive; Lipid droplet: 1.3; WT yeast gro inh mutant strain: -6.2; Ins promoter up cell count: 1675; Lipid droplet cells 6.5 µM: 646; b-catenin transl cell count 5 µM: 1129; T cell modulator vesicle-bound %: 60.3; MT stabilizer Hoechst-high %: 2.8; MT stabilizer cytotoxicity %: 6.1; Autophagy mod cell loss 18 h: -2.3; Myeloid diff 2 GFP+ MAC1+ %: 1.3

Results for COc1ccc(C(=O)Nc2c(N)nc(SCC(=O)Nc3ccc(NC(C)=O)cc3)[nH]c2=O)cc1 ?
T cell modulator: inactive; Myeloid diff 2: inactive; West Nile virus CPE: 0.3%; Lipid droplet: 2.2; Lipid droplet cells 6.5 µM: 827; T cell modulator vesicle-bound %: 5.8; Myeloid diff 2 GFP+ MAC1+ %: 2.1

How did O=S(=O)(Nc1cccc(C(F)(F)F)c1)c1cccnc1 do in these assays?
MT stabilizer: 3.7; WT yeast gro inh: 32.2; Ins promoter up: 0.33; T cell modulator: inactive; Myeloid diff 2: inactive; West Nile virus CPE: -0.2%; b-catenin transl: 0.1; Autophagy mod: inactive; Lipid droplet: -0.6; WT yeast gro inh mutant strain: 10.5; Ins promoter up cell count: 1225; Lipid droplet cells 6.5 µM: 727; b-catenin transl cell count 5 µM: 1045; T cell modulator vesicle-bound %: 45.0; MT stabilizer Hoechst-high %: 2.0; MT stabilizer cytotoxicity %: 3.2; Autophagy mod cell loss 18 h: 11.8; Myeloid diff 2 GFP+ MAC1+ %: 1.4

How did O=C(Nc1ccc(-n2cnnn2)cc1)C1CCCN1C(=O)Nc1ccc(Br)cc1 (stereo unspecified) do in these assays?
T cell modulator: inactive; Myeloid diff 2: inactive; West Nile virus CPE: -0.8%; Lipid droplet: 12.7; Lipid droplet cells 6.5 µM: 827; T cell modulator vesicle-bound %: 10.8; Myeloid diff 2 GFP+ MAC1+ %: 0.7

Results for CCC[N+]1(CC#CCC(c2ccccc2)c2ccccc2)CCCCC1 ?
T cell modulator: inactive; Myeloid diff 2: inactive; West Nile virus CPE: 1.4%; Lipid droplet: -30.6; Lipid droplet cells 6.5 µM: 421; T cell modulator vesicle-bound %: 20.9; Myeloid diff 2 GFP+ MAC1+ %: 1.8

How did COc1ccc(NC(=O)c2nn(C)c(C(=O)Nc3ccc(OC)cc3)c2[N+](=O)[O-])cc1 do in these assays?
T cell modulator: inactive; Myeloid diff 2: inactive; West Nile virus CPE: -0.1%; Lipid droplet: 8.0; Lipid droplet cells 6.5 µM: 807; T cell modulator vesicle-bound %: 51.1; Myeloid diff 2 GFP+ MAC1+ %: 0.5

How did O=C(O)Cc1ccc(NC(=S)Nc2cccc(Cl)c2Cl)cc1 do in these assays?
MT stabilizer: 4.1; WT yeast gro inh: 7.0; Ins promoter up: 0.98; T cell modulator: inactive; Myeloid diff 2: inactive; West Nile virus CPE: -0.2%; b-catenin transl: -0.1; Autophagy mod: inactive; Lipid droplet: 13.6; WT yeast gro inh mutant strain: 14.2; Ins promoter up cell count: 1257; Lipid droplet cells 6.5 µM: 696; b-catenin transl cell count 5 µM: 525; T cell modulator vesicle-bound %: 44.7; MT stabilizer Hoechst-high %: 1.7; MT stabilizer cytotoxicity %: 3.3; Autophagy mod cell loss 18 h: 1.3; Myeloid diff 2 GFP+ MAC1+ %: 0.4

Results for O=C(NCCc1ccccc1)/C(=N\O)c1ccccc1 ?
MT stabilizer: 5.1; WT yeast gro inh: -10.1; Ins promoter up: 0.98; T cell modulator: inactive; Myeloid diff 2: inactive; b-catenin transl: -7.0; Autophagy mod: inactive; WT yeast gro inh mutant strain: -14.9; Ins promoter up cell count: 1512; b-catenin transl cell count 5 µM: 961; T cell modulator vesicle-bound %: 28.2; MT stabilizer Hoechst-high %: 1.9; MT stabilizer cytotoxicity %: 1.8; Autophagy mod cell loss 18 h: 14.0; Myeloid diff 2 GFP+ MAC1+ %: 1.2

Results for CCN(CC(=O)NC1CCS(=O)(=O)C1)S(=O)(=O)c1cccc(C(C)=O)c1 (stereo unspecified) ?
MT stabilizer: 4.1; WT yeast gro inh: 7.3; Ins promoter up: 0.05; T cell modulator: inactive; Myeloid diff 2: inactive; West Nile virus CPE: -0.3%; b-catenin transl: 0.2; Autophagy mod: inactive; Lipid droplet: -3.0; WT yeast gro inh mutant strain: -0.6; Ins promoter up cell count: 1216; Lipid droplet cells 6.5 µM: 599; b-catenin transl cell count 5 µM: 1017; T cell modulator vesicle-bound %: 55.3; MT stabilizer Hoechst-high %: 3.3; MT stabilizer cytotoxicity %: 8.5; Autophagy mod cell loss 18 h: 7.8; Myeloid diff 2 GFP+ MAC1+ %: 0.6

How did O=[N+]([O-])c1ccc(CNc2cccc(Cl)c2)s1 do in these assays?
T cell modulator: inactive; Myeloid diff 2: inactive; West Nile virus CPE: -0.1%; Lipid droplet: -0.7; Lipid droplet cells 6.5 µM: 782; T cell modulator vesicle-bound %: 59.6; Myeloid diff 2 GFP+ MAC1+ %: 0.1

How did COc1ccccc1N=CC1=C(O)CC(c2ccccc2)CC1=O (stereo unspecified) do in these assays?
MT stabilizer: 4.7; WT yeast gro inh: -2.2; Ins promoter up: 0.48; T cell modulator: inactive; Myeloid diff 2: inactive; West Nile virus CPE: -1.1%; b-catenin transl: 96.5*; Autophagy mod: inactive; Lipid droplet: 10.3; WT yeast gro inh mutant strain: 26.0; Ins promoter up cell count: 1381; Lipid droplet cells 6.5 µM: 599; b-catenin transl cell count 5 µM: 131*; T cell modulator vesicle-bound %: 58.8; MT stabilizer Hoechst-high %: 2.4; MT stabilizer cytotoxicity %: 5.4; Autophagy mod cell loss 18 h: 30.4; Myeloid diff 2 GFP+ MAC1+ %: 0.7

Results for Cc1cc(NC(=O)c2cc(-c3ccco3)on2)nn1Cc1ccc(Cl)cc1 ?
MT stabilizer: 18.3*; WT yeast gro inh: -0.4; T cell modulator: inactive; Myeloid diff 2: inactive; Autophagy mod: inactive; WT yeast gro inh mutant strain: 5.3; T cell modulator vesicle-bound %: 24.2; MT stabilizer Hoechst-high %: 12.4*; MT stabilizer cytotoxicity %: 14.4*; Autophagy mod cell loss 18 h: 2.3; Myeloid diff 2 GFP+ MAC1+ %: 0.9

What do the screens show for `CCNS(=O)(=O)c1ccc2c(c1)n(C)c(=O)n2C`?
MT stabilizer: 2.8; WT yeast gro inh: 1.1; Ins promoter up: -0.94; T cell modulator: inactive; Myeloid diff 2: inactive; West Nile virus CPE: -0.1%; b-catenin transl: 2.5; Autophagy mod: inactive; Lipid droplet: 7.0; WT yeast gro inh mutant strain: -1.4; Ins promoter up cell count: 929; Lipid droplet cells 6.5 µM: 780; b-catenin transl cell count 5 µM: 1151; T cell modulator vesicle-bound %: 45.2; MT stabilizer Hoechst-high %: 1.7; MT stabilizer cytotoxicity %: 5.4; Autophagy mod cell loss 18 h: 5.4; Myeloid diff 2 GFP+ MAC1+ %: 0.5

Results for Cc1nc(COc2cccc(Cl)c2)sc1C(=O)/C=C/N(C)C ?
Ins promoter up: 0.55; T cell modulator: inactive; Myeloid diff 2: inactive; West Nile virus CPE: -0.1%; b-catenin transl: -1.3; Lipid droplet: 21.2; Ins promoter up cell count: 1042; Lipid droplet cells 6.5 µM: 634; b-catenin transl cell count 5 µM: 1379; T cell modulator vesicle-bound %: 42.5; Myeloid diff 2 GFP+ MAC1+ %: 0.7

Source: PubChem BioAssay
